Screening data (PubChem BioAssay)
Tb MetRS inh: Trypanosoma brucei MetRS inhibition; purified T. brucei MetRS, ATP depletion, Kinase-Glo luminescence; inhibition, % at 11.9 µM; 360,000 compounds, 0.4% hits;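 active means inhibition above a per-plate cutoff of the control wells' mean inhibition plus 3 SD, cut at about 5.5% in these data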;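 further: 0% = DMSO wells median and 100% = median of wells with control inhibitor compound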
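Test system: purified T. brucei MetRS enzyme. Also added: ATP, methionine and E. coli bulk tRNA substrates. Compound: 11.9 µM single point. Schedule: 15 min enzyme-compound preincubation, 2 h reaction, 10 min detection, 25 °C. Signal: luciferase luminescence of residual ATP, Kinase-Glo. Evaluation: percent inhibition versus plate control medians. Controls: DMSO wells, low control.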
CSN deneddyl inh: inhibitors of human CSN-mediated cullin deneddylation. Q92905. Purified CSN, SCF-Nedd8-OG deneddylation, fluorescence polarization. inhibition, % at 12.5 µM. 360,000 compounds, 0.38% hits. AID 651999;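 active means pattern-corrected inhibition above about 35%, with an unprinted fluorescence ratio check between 0.5 and 1.5, limit read from the data, passing the limit was not always enough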;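 further: 0% = enzyme with substrate and 100% = substrate without enzyme; some results filed as inactive read as strong as hits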
Target sequence (Q92905 whole entry, looked up, one chain of several): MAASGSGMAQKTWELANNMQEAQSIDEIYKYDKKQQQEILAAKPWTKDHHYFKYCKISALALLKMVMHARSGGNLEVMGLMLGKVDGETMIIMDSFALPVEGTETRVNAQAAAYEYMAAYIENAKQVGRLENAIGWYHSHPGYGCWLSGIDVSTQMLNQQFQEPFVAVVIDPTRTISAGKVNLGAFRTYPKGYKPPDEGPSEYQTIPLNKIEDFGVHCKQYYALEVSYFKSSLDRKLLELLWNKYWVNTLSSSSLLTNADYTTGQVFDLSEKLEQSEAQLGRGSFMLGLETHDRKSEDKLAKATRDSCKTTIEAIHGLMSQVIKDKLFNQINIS
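Schedule: reaction 90 min, room temperature / Assay system: HEK293T-derived human Csn5 enzyme / Input: Csn5 at 0.24 nM final / Measure: inhibition of Csn5 cleavage, % / Control set: substrate-only high control, full reaction low control / Technique: fluorescence polarization of the substrate / Buffer or medium: Tris/NaCl/DTT buffer, pH 7.5 / Reagent: SCFSkp2-Nedd8OG substrate at 10 nM final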
NadD inh: inhibitors of Staphylococcus aureus NadD | 360,000 compounds, 0.78% hits | inhibition, % at 20 µM | purified NadD enzyme, colorimetric absorbance read-out; in the data active means inhibition above about 26%; further: some compounds past the cut are filed as inactive
LMPTP block: LMPTP (human) inhibition | recombinant LMPTP-A, OMFP fluorogenic substrate, fluorescence intensity | 360,000 compounds, 0.22% hits | P24666 | AID 651560 | inhibition, % at 20 µM;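 active means compounds that cut the enzyme signal by at least half of the control window in the single-dose screen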;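 further: plate controls were DMSO wells with enzyme plus substrate for no effect and substrate without enzyme for full effect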
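Assay system: LMPTP-A, protein tyrosine phosphatase of low molecular weight / Medium: pH 6.0 Bis-Tris buffer with DTT and Triton X-100 / Schedule: 50 min enzyme reaction at room temperature, protected from light / Measured by: endpoint fluorescence intensity from OMFP dephosphorylation / Read-out basis: % inhibition relative to no-enzyme and uninhibited control wells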
SUMO1-SIM PPI: modulators of human SUMO1-mediated protein-protein interactions; inhibition, % at 20 µM; AID 602429; SUMO1 binding to a labelled peptide, TR-FRET, 1 h; 360,000 compounds, 0.33% hits; P63165; in the data active means inhibition above about 37%
Target sequence (P63165 whole entry, looked up): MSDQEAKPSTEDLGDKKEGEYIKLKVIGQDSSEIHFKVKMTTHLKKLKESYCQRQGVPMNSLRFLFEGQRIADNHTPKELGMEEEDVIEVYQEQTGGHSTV
Scp1 inh: blocks human Scp-1 phosphatase activity; Q9GZU7; Recombinant Scp1, phosphopeptide, malachite green phosphate absorbance; inhibition, % at 20 µM; 340,000 compounds, 0.88% hits; AID 493091;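 active means inhibition above about 50% at 20 µM, limit read from the data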;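 further: plate controls were DMSO wells with enzyme for no effect and wells lacking enzyme for full effect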
Target sequence (Q9GZU7 76-261 limits assumed): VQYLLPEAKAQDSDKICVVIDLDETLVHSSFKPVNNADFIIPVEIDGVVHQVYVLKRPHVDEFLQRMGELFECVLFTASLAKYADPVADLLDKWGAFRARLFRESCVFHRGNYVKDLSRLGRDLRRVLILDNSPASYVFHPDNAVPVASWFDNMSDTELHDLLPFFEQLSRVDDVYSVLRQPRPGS
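System: truncated SCP-1 phosphatase (76-261aa); medium: Tris acetate buffer pH 5.5 with MgCl2 and Tween-20; incubation: 45 min room-temperature reaction, 5 min colour, 30 min stabiliser; compound: single 20 µM dose, 1% DMSO; reagent: Phosphorylated 17-residue peptide substrate; read-out: % inhibition at 20 µM; technique: colorimetric free-phosphate detection, absorbance 630 nm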
MsrA inhibitor: inhibitors of bovine MsrA; 360,000 compounds, 0.75% hits; AID 651718; inhibition, % at 15.5 µM; purified bovine MsrA, absorbance read-out; in the data active means inhibition above about 4.5%;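 further: 0% = vehicle wells with enzyme and 100% = reference inhibitor wells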
Rpn11 inh: Rpn11 (human) deubiquitinase inhibition; O00487; calls only at 20 µM; AID 588493; 360,000 compounds, 0.59% hits; human 26S proteasome, Ub4-pepOG fluorescence polarization; 20S core pre-blocked with epoxomicin;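 active means inhibition at 20 µM, scaled to each plate's controls, above about 33%, limit read from the data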
Target sequence (O00487 whole entry, looked up): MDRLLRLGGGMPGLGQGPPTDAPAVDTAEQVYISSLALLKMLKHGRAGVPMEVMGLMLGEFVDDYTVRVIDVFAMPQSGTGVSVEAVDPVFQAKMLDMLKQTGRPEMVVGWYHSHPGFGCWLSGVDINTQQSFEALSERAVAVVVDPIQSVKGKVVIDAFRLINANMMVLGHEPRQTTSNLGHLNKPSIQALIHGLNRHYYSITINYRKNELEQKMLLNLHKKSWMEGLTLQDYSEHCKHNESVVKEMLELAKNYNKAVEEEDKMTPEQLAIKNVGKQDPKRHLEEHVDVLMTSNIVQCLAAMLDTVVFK
DNMT1 block: inhibitors of human DNMT1; P26358; DNMT1 molecular beacon, Hinp1I cleavage, fluorescence; 360,000 compounds, 0.83% hits; inhibition (reported as % activation of signal), % at 10 µM; in the data active means inhibition above about 50%
STEP inh: blocks human striatal-enriched tyrosine phosphatase | P54829 | recombinant STEP, OMFP fluorogenic substrate, fluorescence | inhibition, % at 20 µM | 360,000 compounds, 0.25% hits | AID 588621;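 active means inhibition at 20 µM, scaled per plate between control wells, above about 37%, limit read from the data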;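 further: 0% = DMSO with enzyme and substrate and 100% = substrate only without enzyme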
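material = STEP tyrosine phosphatase | reagent = fluorogenic phosphatase substrate OMFP at 25 µM final | doses = single compound dose of 20 µM, 1% DMSO final | schedule = 20 min reaction, room temperature, in the dark | measured by = fluorescence, 480/540 nm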
Starred values were filed as active, the others as inactive; i = inactive; / = no result given. An unsorted share of the library; about 3.9% have a hit in one of these screens.

Tb MetRS inh	CSN deneddyl inh	NadD inh	structure	LMPTP block	SUMO1-SIM PPI	Scp1 inh	MsrA inhibitor	Rpn11 inh	DNMT1 block	STEP inh
-0.8	1	-4	COC(=O)N/N=C/c1cccc(OC(=O)c2ccc3c(c2)OCO3)c1	1.3	-8	-9	-0.3	i	-2	-1
-0.4	0	0	CN(NC1OC(=O)c2ccccc21)c1ccc(C(F)(F)F)cc1[N+](=O)[O-] (configuration not stated)	0.9	-1	-4	3.8	i	0	-2
-0.7	3	4	Cn1c(=O)c2cn3c(c2n(C)c1=O)C(c1ccccc1)CC(c1ccccc1)=N3 (configuration not stated)	-1.7	-8	-10	0.5	i	-4	0
-0.5	-3	-2	O=[N+]([O-])c1ccc(N2CCN(C(=S)NC3CCCCC3)CC2)cc1	3.0	-25	-1	0.5	i	-6	4
-0.7	3	18	Cc1ccc(-c2cc(C(=O)Nc3ccc(S(=O)(=O)Nc4ncccn4)cc3)[nH]n2)c(O)c1C	11	27	-12	1.6	i	-1	-3
-0.2	-7	-3	Cc1ccc(/C=N/NC(=O)c2cccc([N+](=O)[O-])c2)o1	-2.5	-4	-11	5.2*	i	-1	-3
0.0	-2	-6	O=C(OCc1cnc(Cl)s1)c1c(F)cccc1F	-1.0	0	-13	-1.0	i	5	1
0.8	1	-1	O=P(C(=NCCO)NO)(N1CCOCC1)N1CCOCC1	0.9	0	1	-0.1	i	1	2
-0.2	-1	-4	COc1ccc(C2NC(=O)CCC2[N+](=O)[O-])cc1OC (configuration not stated)	-2.3	0	-6	-1.3	i	1	1
-0.2	-9	1	Cc1ccccc1NC(=O)COC(=O)c1cc[n+]([O-])cc1	-0.7	-9	-5	0.5	i	-4	1
-0.4	0	0	CN1CCN(CCCNC(=O)c2cc3c(=O)oc4ccccc4c3s2)CC1	-1.9	-20	-7	1.3	i	8	-1
-0.9	1	-8	CC1=C(C(=O)N2CCCCCC2)CC(CC(=O)NCCCN(C)C)C(=O)N1Cc1ccccc1 (configuration not stated)	-4.2	0	/	0.7	i	2	1
0.0	-4	2	CCCC1(c2ccccc2)NC(=O)N(C/C=C/Cl)C1=O (configuration not stated)	0.5	-4	-12	-1.3	i	-2	-2
-0.3	-5	1	COc1ccc(NC(=O)NCc2ccncc2)cc1	0.5	1	-3	-1.0	i	5	-2
1.0	-4	2	O=C(c1ccccc1)C(O)C(c1ccccc1)N1CCOCC1 (configuration not stated)	2.0	2	-4	-0.8	i	0	1
-0.4	1	1	CCOC(=O)c1[nH]c(C)c(C(=O)N2CCN(c3ccc(OC)cc3)CC2)c1C	-1.6	-4	-7	0.3	i	-1	-1
-0.2	1	-2	CSCC[C@H](NC(=O)[C@@H]1Cc2ccccc2CN1)C(=O)NC1CCCCC1	-0.3	3	3	1.5	i	6	-2
-1.1	-4	-3	CCOC(=O)N1CCN(S(=O)(=O)c2cc(Br)cc3c2N(C(=O)CC)CC3)CC1	-0.9	-2	2	-0.7	i	0	1
-0.5	-1	2	COc1ccc(CCNC(=O)c2cc(C(C)C)on2)cc1OC	-0.9	1	2	0.5	i	1	1
-0.2	1	2	CC(=O)c1c(C)[nH]c(C(=O)COC(=O)CN(C)S(=O)(=O)c2ccc(Cl)cc2)c1C	1.8	4	-11	-0.6	i	-3	0
-0.4	-5	-5	O=C(O)c1cc([N+](=O)[O-])ccc1NCc1ccccc1Cl	-0.1	-9	13	1.7	i	-2	2
0.2	0	9	Cc1cccc(NC(=O)NNC(=O)COc2ccc3ccccc3c2)c1	0.1	-2	-8	-0.7	i	2	0
-0.4	2	3	COc1ccc(C2C(C(=O)NC(C)C)c3ccccc3C(=O)N2C)cc1OC (configuration not stated)	-2.7	3	2	0.3	i	1	1
-0.6	1	-17	O=C(Nc1ccc(S(=O)(=O)Nc2ncccn2)cc1)c1ccccc1Br	-1.1	15	-2	-0.6	i	3	-2
0.3	3	-3	O=C1CCc2cc(S(=O)(=O)N3CCN(c4cccc(Cl)c4)CC3)ccc2N1	-1.0	1	-8	-2.0	i	-4	2
-0.3	-2	1	Cc1cccc(OCC(=O)N/N=C\c2cc3c(cc2[N+](=O)[O-])OCO3)c1C	0.7	-22	-6	1.1	i	3	-1
-0.4	3	-1	Cc1c(NS(=O)(=O)c2cc(C(=O)NC(C)c3ccccc3)ccc2Cl)c(=O)n(-c2ccccc2)n1C (configuration not stated)	0.7	2	4	0.4	i	0	0
-0.3	1	-7	Cc1cccc(S(=O)(=O)N2CCN(Cc3ccc4c(c3)OCO4)CC2)c1	-1.4	5	-5	-0.7	i	-1	2
-0.8	2	-4	CCOc1ccc(C(C(=O)NCCC(C)C)N(CCO)C(=O)c2snc(C(N)=O)c2N)cc1 (configuration not stated)	-0.4	0	-5	1.5	i	-2	-1
0.7	-4	-5	CN(c1ccccc1)S(=O)(=O)c1cccc(NS(=O)(=O)c2ccc(/C=C/C(=O)O)cc2)c1	-1.0	4	-4	0.2	i	0	-7
-0.7	4	0	COc1ccc(CNC(=O)Cn2cncn2)cc1OC	0.0	0	-1	-0.4	i	1	-3
-0.1	-1	6	O=[N+]([O-])c1cccc(-n2cc3ccc([N+](=O)[O-])cc3n2)c1	7.6	-13	-8	-1.2	i	5	3
-0.7	5	4	COc1ccc(-n2cnc3scc(-c4ccc(OC)c(OC)c4)c3c2=O)cc1	-0.8	0	-5	0.2	i	-1	0
-0.1	0	-4	Cc1ccccc1-c1nc(CS(=O)(=O)CC(=O)NCCCN2CCCC2)c(C)o1	-0.1	-15	-5	1.2	i	-5	0
-0.4	1	4	Cn1c(=O)c2c(nc(SCC(=O)O)n2Cc2cccc(C(F)(F)F)c2)n(C)c1=O	-1.0	4	-9	0.5	i	0	3
2.7	5	0	O=S(=O)(Nc1cccc2cn[nH]c12)c1ccc(F)cc1	-0.4	36	-4	0.5	i	0	1
-0.4	-3	-8	Cn1cnnc1SCC(=O)N1CCC(Cc2ccccc2)CC1	-0.7	-1	3	0.8	i	3	0
-0.2	3	1	O=C(CSc1nnc2n1CCCCC2)NCc1ccccc1	0.8	2	/	-0.6	i	-2	2
-0.6	2	-7	COc1cccc(NC(=O)Cn2c(=O)n(-c3ccccc3)c(=O)c3sccc32)c1	-0.9	-3	3	-0.5	i	0	0
-0.6	-2	-4	CCCN(CCC)Cc1c(C(=O)N/N=C/c2ccsc2)nnn1-c1nonc1N	0.9	-4	9	0.1	i	1	0
-0.3	1	-2	CC(C)NC(=O)C(C)n1cccc1C(=O)c1ccccc1 (configuration not stated)	0.7	3	-2	1.1	i	1	-2
-0.4	-5	-2	C[C@@H](CSc1ccccc1)CN1CC[C@H](O)CCC1=O	-2.5	-1	-3	-1.7	i	7	-2
-0.3	3	-9	COc1ccccc1CCNC(=O)C(=O)NCCC1CCCCN1S(=O)(=O)c1cccs1 (configuration not stated)	1.5	-3	-15	0.3	i	-1	2
-0.3	-5	-2	CCOc1ccc(S(=O)(=O)N2CCC(C(=O)OC(C)C(=O)NC3CCCCC3C)CC2)cc1 (configuration not stated)	-0.3	-3	-9	0.8	i	1	-2
-2.1	5	-3	COCCCNC(=O)Cn1c(=O)n(Cc2ccc(F)cc2)c(=O)c2sccc21	-2.9	6	-2	/	i	-1	2
0.0	4	11	CCN(CC)CCCNc1cc2n(c(=O)n1)CCc1cc(OC)c(OC)cc1-2	-1.3	1	6	2.9	i	0	2
-0.8	0	-5	O=C(Nc1c(C(=O)O)[nH]c2ccccc12)c1cccc(C(F)(F)F)c1	-1.3	-3	-12	0.2	i	-2	-1
-1.3	-1	-1	Cc1ccc2oc(NC(=O)N3CCOCC3)cc(=O)c2c1	0.5	1	-2	1.1	i	8	-3
-1.8	-2	-3	CCCSc1nc(N)nc(-c2cccs2)c1C#N	0.7	2	4	1.7	i	-1	1
-0.3	-4	-39	COc1ccc(CN(C)C(=O)C(Cc2ccccc2)NC(=O)c2ccccc2)c(OC)c1OC (configuration not stated)	-0.6	-1	/	2.2	i	6	-2
-0.6	1	2	CCOC(=O)C1CCN(Cc2cnc(Oc3ccc(Cl)cc3C)s2)CC1	-0.5	0	-8	1.3	i	-1	-2
-0.5	-3	4	c1ccc2c(c1)ccc1nnc(SCc3ccc4c(c3)OCO4)n12	1.1	-5	16	-0.6	i	0	2

Shown as tab-separated lines: three of the compounds above.
SMILES	Tb MetRS inh	CSN deneddyl inh	NadD inh	LMPTP block	SUMO1-SIM PPI	Scp1 inh	MsrA inhibitor	Rpn11 inh	DNMT1 block	STEP inh
COc1ccc(CNC(=O)Cn2cncn2)cc1OC	-0.7	4	0	0.0	0	-1	-0.4	i	1	-3
O=[N+]([O-])c1cccc(-n2cc3ccc([N+](=O)[O-])cc3n2)c1	-0.1	-1	6	7.6	-13	-8	-1.2	i	5	3
COc1ccc(-n2cnc3scc(-c4ccc(OC)c(OC)c4)c3c2=O)cc1	-0.7	5	4	-0.8	0	-5	0.2	i	-1	0
